inhibitors of VEEV – inhibitors of VEEV TC-83 cytopathic effect, confirmation, Vero cells (AID 588727). inhibition, % at 20 µM; hits with a dose series show IC50 in µM. 350,000 tested, 0.13% active. Vero cells, VEEV TC-83 cytopathic effect inhibition; higher % means a stronger effect; in the data active = a potency from the dose series; inconclusive = inhibition mostly from about 14% at the one dose, without a potency; inactive = the rest, 99 in 100 with inhibition below about 12%; also: strong numbers were not always called active
tuberculosis growth – growth inhibition of non-replicating M. tuberculosis (AID 488890) | Mycobacterium tuberculosis non-replicating, growth inhibition; higher % means a stronger effect | inhibition, % at 25 µM, or IC50 in µM where a hit was titrated | 320,000 tested, 0.39% active; in the data active = a potency from the dose series; inconclusive = inhibition mostly from about 82% at the one dose, without a potency; inactive = the rest, 99 in 100 with inhibition below about 76%;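 also: plate controls were DMSO cells for no effect and high antibiotic wells for full effect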
H1N1 NS1A inhibition – NS1A inhibition, H1N1 influenza, cell based functional assay (AID 504329); 340,000 tested, 0.3% active; NS1A functional cell-based assay, percent inhibition; higher % means a stronger effect; inhibition, % at 12.5 µM; hits with a dose series show IC50 in µM; in the data active = a potency from the dose series; inconclusive = inhibition above about 27% without an active follow-up result; also: strong numbers were not always called active
PhoP GFP inhibition – Inhibition of PhoP regulon, Salmonella typhi GFP reporter cells, confirmation, 4 h (AID 1850); inhibition, % at 50 µM; hits with a dose series show IC50 in µM; 310,000 tested, 0.33% active; Salmonella Typhi PhoP-promoter GFP reporter, fluorescence, 4 h; higher % means a stronger effect; in the data active = a potency from the dose series; inconclusive = inhibition mostly from about 25% at the one dose, without a potency; inactive = the rest, 99 in 100 with inhibition below about 19%;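 also: 0% = induced wells with vehicle and 100% = uninduced wells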
H37Rv inhibition – M. tuberculosis growth inhibition, HTS (AID 449762). M. tuberculosis H37Rv growth inhibition, 7H9 media; higher % means a stronger effect. 330,000 tested, 0.59% active. inhibition, % at 25 µM; hits with a dose series show IC50 in µM; in the data active = a potency from the dose series; inconclusive = inhibition above about 70% without an active follow-up result;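 also: bacterial growth assessed after seven days of incubation; strong numbers were not always called active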
inhibitors of VEEV 10K pilot screen – also measured in inhibitors of VEEV; calls as there; inhibition, %; measured here: 10K pilot screen inhibition
An asterisk follows results filed as active; i = inactive; ? = inconclusive; · = no result given.

SMILES	inhibitors of VEEV	tuberculosis growth	H1N1 NS1A inhibition	PhoP GFP inhibition	H37Rv inhibition	others
CCOc1ccccc1NS(=O)(=O)c1ccc2oc(=O)ccc2c1	0.4%	-4%	-15%	3%	-1%
Cc1ccc(NC(=O)CSc2ccc(-c3cccnc3)nn2)cc1Cl	3.7%	42%	-21%	5%	?
Cc1cccc(C(=O)NCC(=O)OCC(=O)N2CCCCC2)c1	0.9%	0%	-6%	3%	0%
CC(=O)NCCc1nc2cc(NC(=O)c3cccs3)ccc2n1C	0.7%	-8%	-3%	14%	8%
COC(=O)c1cnc(Nc2cccc(C(F)(F)F)c2)c([N+](=O)[O-])c1	0.2%	17%	19%	-53%	-10%
O=C1CCC/C1=c1\s/c(=C\c2cccnc2)c(=O)n1-c1ccccc1	9.5%	29%	-15%	-11%	60%
COc1ccc(Cc2nnc(SCC(=O)Nc3ccc(N4CCOCC4)cc3)o2)cc1	0.7%	26%	8%	-7%	3%
CCOc1ccc2nc(NC(=O)CN3CCN(CC)CC3)sc2c1	0.2%	5%	-7%	5%	-4%
CC/C(=N\NC(=O)c1ccccc1Cl)c1c(O)n(C2CCCCC2)c(=O)[nH]c1=O	3.6%	3%	-5%	-3%	-2%
CS(=O)(=O)N(CC(=O)N1CCN(c2ccc(F)cc2)CC1)c1cccc(Cl)c1	i	-4%	6%	0%	-10%
CCOc1ccc2nc(NC(=O)c3ccc(OC)c(S(=O)(=O)N4CCOCC4)c3)sc2c1	6.1%	32%	-3%	-5%	4%
Cc1cccc(CC(=O)c2c[nH]c3ccccc23)c1	0.1%	0%	·	7%	-2%
Cc1ccc(-c2cc(-c3ccccc3)cc(-c3ccccc3)[n+]2-c2ccccc2C(=O)O)cc1	7.0%	?	-19%	-4%	?
Cc1cc(C)n(CC(=O)NNC(=O)c2ccc(NC(=O)CC#N)cc2)n1	1.6%	-3%	-10%	·	-13%
CCCCN(C(=O)CSc1n[nH]c(-c2ccc(C)cc2)n1)c1c(N)n(CCCC)c(=O)[nH]c1=O	0.5%	20%	-5%	0%	-6%
C=CCn1c(N2CCCCCC2)nc2c1c(=O)[nH]c(=O)n2C	2.5%	6%	0%	-8%	3%
CNS(=O)(=O)c1cc(-c2nnc(Nc3ccc(NC(C)=O)cc3)c3ccccc23)ccc1C	i	5%	-3%	-1%	1%
CN(C(=O)c1ccc(COc2ccccc2Br)o1)c1ccccc1	i	64%	0%	-10%	8%
O=C(NCc1ccco1)/C(=C\c1ccco1)NC(=O)c1ccccc1Cl	2.9%	0%	7%	8%	4%
COc1ccc(N=NC2=C(O)CC(C)(C)CC2=O)cc1	2.5%	-6%	-6%	2%	-4%
O=C(NCc1ccncc1)C(=O)Nc1nccs1	9.4%	-6%	-2%	-2%	2%
Cc1nc2ccccc2c(=O)n1-c1ccc(F)c(NC(=O)c2cccs2)c1	3.3%	16%	6%	-6%	-2%
CCC1(c2ccccc2)NC(=O)N(CC(=O)Nc2ccc(OC)nc2)C1=O (configuration not stated)	i	-4%	16%	-45%	-11%
CCCCNC(=O)CSc1nnc(-c2ccco2)n1C	0.4%	-16%	14%	-3%	-1%
CN(CC(=O)NCCCN1CCOCC1)S(=O)(=O)c1ccc(Br)cc1	2.2%	14%	-23%	9%	11%
COc1ccc(S(=O)(=O)N2CCCC(C(=O)NCCC(C)C)C2)cc1 (configuration not stated)	0.6%	1%	3%	-5%	-6%
CCc1nc(SCC(=O)Nc2nccs2)c2oc3ccccc3c2n1	5.4%	-5%	5%	0%	1%
CC(=O)Nc1ccc(S(=O)(=O)NC2=C(N3CCN(c4ccc(F)cc4)CC3)C(=O)c3ccccc3C2=O)cc1	?	9%	27%	-3%	2%
Cc1ccc(-n2nnnc2SCC(=O)NC2CCCc3ccccc32)cc1 (configuration not stated)	0.4%	13%	-2%	-1%	1%	inhibitors of VEEV 10K pilot screen=0.7
COc1ccc(CNC(=S)NC(C)CCc2ccccc2)cc1 (configuration not stated)	1.0%	69%	3%	6%	9%
c1ccc(-c2noc(-c3ccno3)n2)nc1	0.7%	-10%	8%	12%	1%
O=C(c1ccccc1)c1nn(-c2ccc(Cl)cc2)c(=O)cc1C(F)(F)F	?	74%	6%	10%	12µM*
O=C(CN1CCN(C(C(=O)Nc2ccc(F)cc2)c2ccccc2)CC1)NC1CC1 (configuration not stated)	1.6%	-10%	-6%	·	0%
N=C1C(c2nc3ccccc3[nH]2)=C(O)CN1NC(=O)COc1cccc(F)c1	·	-21%	·	-3%	-3%
Oc1c(Cl)cc(Cl)c(Cl)c1CN1CCOCC1	3.0%	·	2%	·	·
CCCCC(=O)Nc1ccc(C)c(S(=O)(=O)N2CCCCCC2)c1	0.4%	22%	2%	·	-2%
C=CCn1c(-c2ccccc2OCC)n[nH]c1=S	0.5%	26%	-2%	8%	3%
CC(C)n1c(-c2ccccc2F)n[nH]c1=S	0.6%	43%	-2%	-18%	-5%
CSc1ccc(NC(=O)Nc2cc(C)ccn2)cc1	1.2%	-9%	7%	2%	5%
CN(C)CCCNc1nc(N)c([N+](=O)[O-])c(NCCO)n1	2.0%	-5%	-13%	2%	7%
CN(C)C(=O)CNc1n[nH]c(=S)[nH]c1=O	2.4%	-12%	4%	-8%	-5%
Cc1ccoc1C(=O)Nc1cccc(Oc2ccccc2)c1	3.2%	46%	-4%	-9%	7%
Nc1nc(CN2CCN(c3ccccc3)CC2)nc(Nc2ccc(Cl)cc2)n1	10%	?	-7%	-2%	?
O=C(NCCOc1cccnc1)c1ccc(OC2CCN(Cc3ccccn3)CC2)cc1	6.4%	-4%	-5%	-4%	-3%
COc1cccc(-c2noc(CCCC(=O)NC3CCCC3)n2)c1	2.0%	51%	2%	4%	1%
CCCOc1ccc(-c2c(C(=O)N/N=C/c3ccc(OC)cc3)nnn2-c2nonc2N)cc1	3.8%	-5%	-1%	-10%	2%
CCn1c(Cc2ccccc2)nnc1SCC(=O)OC(C)C	0.7%	9%	-3%	-1%	2%
COc1cc(C(=O)NNC(=O)C2CCC2)cc(OC)c1OC	6.6%	-3%	-9%	·	-8%
CCOC(=O)c1[nH]c2cc(OC)c(OC)cc2c1N	2.2%	-2%	-2%	-4%	2%
NC(=O)c1nc[nH]c1C(=O)Nc1cccc(C(F)(F)F)c1	10.0%	48%	-24%	·	1%
Cn1cc(S(=O)(=O)N2CCC(C(N)=O)CC2)c(=O)n(C)c1=O	i	-4%	25%	3%	-6%	inhibitors of VEEV 10K pilot screen=0.1
CCOCCCNC(=O)/C(C#N)=C/c1ccccc1F	1.1%	-13%	4%	5%	-1%
O=C(OCc1ccccc1)c1cnc(Cl)c(Cl)c1	0.5%	80%	2%	1%	?
COc1cccc(CN(C)C(=O)c2ccc(N3CCCC3)c([N+](=O)[O-])c2)c1	8.0%	13%	7%	-11%	-1%
O=C(N=C1SC2CS(=O)(=O)CC2N1c1cccc(F)c1)C1CC1 (configuration not stated)	1.2%	-16%	-3%	-4%	4%
Cc1ccc(C(=O)N/N=C2\CCCc3ccccc32)c(C)c1	0.1%	20%	-5%	-1%	-8%
Cc1nc(NC(=S)NC(=O)c2cccs2)ccc1Br	0.1%	17%	1%	-2%	6%
CCn1c(=O)n(CC(=O)Nc2ccc(F)cc2)c(=O)c2ccccc21	i	2%	-1%	-8%	11%
CCOC(=O)c1ccc(Oc2c(C)oc3cc(OS(C)(=O)=O)ccc3c2=O)cc1	0.6%	14%	-3%	-2%	7%
COc1c(OC)c(O)c2c(=O)c(O)c(-c3ccccc3)oc2c1OC	8.7%	46%	-5%	-7%	-2%

Filtered by structure, the compounds so far with two or more sulfur atoms.
SMILES	inhibitors of VEEV	tuberculosis growth	H1N1 NS1A inhibition	PhoP GFP inhibition	H37Rv inhibition	others
CCOc1ccc2nc(NC(=O)c3ccc(OC)c(S(=O)(=O)N4CCOCC4)c3)sc2c1	6.1%	32%	-3%	-5%	4%
CCc1nc(SCC(=O)Nc2nccs2)c2oc3ccccc3c2n1	5.4%	-5%	5%	0%	1%
O=C(N=C1SC2CS(=O)(=O)CC2N1c1cccc(F)c1)C1CC1 (configuration not stated)	1.2%	-16%	-3%	-4%	4%
Cc1nc(NC(=S)NC(=O)c2cccs2)ccc1Br	0.1%	17%	1%	-2%	6%

(cont.)
SMILES	inhibitors of VEEV	tuberculosis growth	H1N1 NS1A inhibition	PhoP GFP inhibition	H37Rv inhibition	others
CCCCc1cc(=O)oc2c(C)c(OCC(=O)N3CCC(C(=O)O)(c4ccccc4)CC3)ccc12	0.9%	-9%	-5%	8%	-7%
CCCN1CCC(Oc2cccc(C(=O)NCCc3ccccc3)c2)CC1	2.0%	25%	9%	-4%	-2%
Cc1ccccc1CS(=O)(=O)Cc1ccc(C(=O)NC2CCCCC2)o1	1.0%	7%	3%	1%	-4%
COc1ccc(Nc2cc(Sc3ccc(OC)cc3)ncn2)cc1	6.1%	32%	-2%	6%	32%
Cn1nccc1/C=C(/C#N)S(=O)(=O)c1ccccc1	3.6%	3%	8%	1%	-9%
CCCCCC(=O)O/N=C(\C)c1ccn(S(=O)(=O)c2ccccc2)c1	1.2%	0%	-4%	2%	5%
Cn1c(SCC(=O)Nc2sccc2C#N)nnc1C1CC1	1.7%	0%	-4%	·	0%
CCCN1CCC(=O)N([C@H](CN=[N+]=[N-])Cc2ccccc2)CC1	1.9%	29%	10%	6%	-6%
CCCCOC(=O)Nc1ccc(S(=O)(=O)Nn2cnnc2)cc1	1.1%	5%	0%	-9%	-4%
O=C(COc1cccnc1[N+](=O)[O-])Nc1ccccc1Sc1ccccc1	0.0%	8%	26%	-2%	-3%
N#Cc1ccc(C(=O)OCCCc2cc3ccccc3c(=O)o2)cc1	0.8%	47%	-4%	·	7%
C/C(CC(=O)Nc1ccc2c(c1)OCCO2)=N\NC(=O)C(=O)Nc1ccccc1C	1.1%	9%	1%	0%	2%
Cc1cc(C)c2c(N)c(C(=O)Nc3ncc(C)s3)sc2n1	7.9%	0%	-2%	4%	2%
Cc1ccccc1CSCC(=O)c1c(N)n(CC(C)C)c(=O)n(C)c1=O	0.8%	-2%	-3%	-2%	1%
CCc1ccc(Cc2cnc(NC(=O)C3=NCCN3)s2)cc1	0.7%	2.9µM*	-10%	-7%	?
COc1ccc(/C=C2\SC(=N)N(c3nccs3)C2=O)cc1OC	1.8%	·	8%	-10%	?
Cc1onc(-c2ccccc2)c1C(=O)OCC(=O)N(CC(C)C)c1c(N)n(Cc2ccccc2)c(=O)[nH]c1=O	1.5%	-6%	0%	0%	-3%
CC(C)OC(=O)c1cccc(C(=O)OCc2ccco2)n1	0.6%	51%	2%	1%	-3%
O=S(=O)(c1ccccc1)N(Cc1ccccc1)c1ccccn1	6.2%	13%	8%	5%	1%
CCS(=O)(=O)C(=C1Nc2ccccc2N1)S(=O)(=O)CC	0.7%	4%	-9%	-11%	-6%
CCOC(=O)c1sc2ncn(/N=C/c3ccc(O)cc3)c(=O)c2c1C	5.5%	75%	-3%	-7%	?
Cn1cnnc1Sc1ccc(C(F)(F)F)cc1[N+](=O)[O-]	i	-7%	·	1%	4%
CC(OC(=O)c1ccc(NS(=O)(=O)c2ccc3[nH]c(=O)[nH]c3c2)cc1)C(=O)Nc1cccc(Cl)c1Cl (configuration not stated)	0.8%	7%	13%	-1%	-1%
COC(=O)[C@@H]1CC[C@H](C)[C@@H](c2ccc(C)cc2)N1C(=O)c1ccc(/C=N/OCC[C@@H]2C=C[C@H](OC(C)=O)[C@@H](COC(C)=O)O2)cc1	·	15%	·	-4%	-5%
CCOC(=O)c1ccc(/C=C2/C=C(c3ccccc3)N(c3ccc(Cl)c(C(=O)O)c3)C2=O)cc1	i	9%	5%	-4%	-1%	inhibitors of VEEV 10K pilot screen=11
CC(NC(=S)Nc1ccc(S(=O)(=O)N2CCOCC2)cc1)C1CC2CCC1C2 (configuration not stated)	0.7%	?	-5%	4%	7%
COc1ccc(S(=O)(=O)N2CCCCCC2)cc1N(C)S(=O)(=O)c1ccccc1	i	-10%	12%	-3%	1%
CCOC(=O)COc1cccc2c(=O)n(CC(=O)N3CCN(C(=O)OCC)CC3)ccc12	1.2%	13%	25%	0%	-2%
O=[N+]([O-])c1cc([N+](=O)[O-])c(Oc2ccc(Cl)c3cccnc23)cc1NN1CCCCC1	2.6%	76%	14%	-4%	2%
Cc1cc(C(=O)NCC2CCCO2)sc1C (configuration not stated)	0.3%	·	1%	·	·
O=c1[nH]c(=O)n(CCc2ccc(F)cc2)c(O)c1C=NCCCN1CCOCC1	0.7%	8%	5%	18%	-2%	inhibitors of VEEV 10K pilot screen=0.6
